# High-throughput results from PubChem BioAssay.
# Tb PYK inh = qHTS of Trypanosoma Brucei Inhibitors; pyruvate kinase (Trypanosoma brucei), Q57TT1; TbPYK enzyme, Kinase-Glo Plus ATP luminescence, 45 min; Potency, µM (top dose mostly 76.8 µM), without a hit: at the highest dose activity, negative = inhibition, most hits filed as inhibitors; 410,000 compounds, 0.12% hits; AID 624173, 2012; note: nearly all actives have a fitted effect of over 50% in size
#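 Quantitative HTS: titrated library compounds versus trypanosomal pyruvate kinase in TEA buffer (pH 7.2) containing KCl, MgCl2, BSA and Tween-20. Reactions were initiated with ADP, 130 uM final. Kinase-Glo Plus luminescence was read after 45 min at RT.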
# Sm TGR inh = qHTS Assay for the Inhibitors of Schistosoma Mansoni Peroxiredoxins; Schistosoma mansoni thioredoxin glutathione reductase (TGR), Q962Y6; purified TGR, DTNB reduction, TNB absorbance 405 nm; Potency, µM (titrated, usually from 114 µM), for inactives: top-dose activity change, negative = inhibition, usual class: inhibitors; 360,000 compounds, 3% hits; AID 485364, 2010; note: nearly all actives have a fitted effect of over 60% in size
#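 Kinetic colorimetric format: TGR-catalysed, NADPH-driven DTNB reduction monitored via TNB absorbance. Enzyme dispensed at 20 nM; compound exposure 15 min at room temperature before reaction start.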
# * marks the source's active call; other numbers are inactive results; u = inconclusive; [ ] = dose if it differs, or a comment. Calls come from the whole dose curve; as a rule, active = well fitted curve in the direction sought with a large enough effect; inconclusive = small, poorly fitted or top-dose-only effect, or another doubt; inactive = no such curve, though single readings can be large; an effect the other way counts as inactive or inconclusive. % is set by controls: 0 for no effect and ±100 for the full control effect; potency is the fitted concentration of half-maximal effect.
SMILES,Tb PYK inh,Sm TGR inh
Cc1cc(C)n2nc(CNC(=O)c3cccc(N(C)C)c3)nc2n1,-2%,3%
COc1ccc(OCCn2nnc3sc4c(c3c2=O)CCC(C(C)(C)C)C4)cc1 (stereo unspecified),3%,1%
Cc1ccccc1CN1C(=O)c2ccccc2S(=O)c2ccc(C(=O)NCc3ccccc3)cc21 (stereo unspecified),3%,4%
O=C(Nc1ccc(S(=O)(=O)N(Cc2ccccc2)c2ccccc2)cc1)c1ccc([N+](=O)[O-])cc1,4%,5%
CCc1ccc(NC(=O)c2cc(CN3CCOCC3)on2)cc1,0%,1%
Cc1ccc(CCNC(=O)CN2N=C(c3ccc(C)cc3)CCC2=O)cc1,-3%,-1%
CCc1nn2c(=O)cc(COC(=O)c3ccco3)nc2s1,3%,-21%
CCOc1ccc(NC(=O)Cc2c[nH]c3ccccc23)cc1,1%,1%
Cc1ccc(-c2cn3c(n2)sc2cc(C(=O)NCc4cccs4)ccc23)c(C)c1,-2%,6%
COc1cc(OC)c(NC(=O)c2cc(S(=O)(=O)N3CCCC3)cn2C)cc1Cl,0%,-7%
CCN1c2ccccc2-c2nc(SCC(=O)Nc3c(C)cc(C)cc3C)ncc2S1(=O)=O,1%,7%
CCOc1ccc(C(=O)c2cn(CC(=O)Nc3cc(OC)cc(OC)c3)c3ccc(F)cc3c2=O)cc1,-1%,1%
CCCCOc1ccc(S(=O)(=O)Nc2ccc(-c3ccc(N4CCCCCC4)nn3)cc2)cc1,0%,7%
Cc1ccc(NC(=O)Cn2c(=O)n(Cc3ccccc3)c(=O)c3c(C)c(C(=O)N(C)C)sc32)c(C)c1,1%,0%
CCCCn1c(SCC(=O)Nc2ccc(F)cc2)nc2c(sc3ccccc32)c1=O,0%,-3%
COc1ccc(-c2noc(-c3ccc(NCC4CCCO4)c([N+](=O)[O-])c3)n2)cc1OC (stereo unspecified),-2%,-1%
CCOc1ccccc1CNC(=O)c1sc2ncccc2c1-n1cccc1,-6%,0%
O=C(NCc1ccccc1F)C1CCCN(C(=O)N2CCOc3ccccc32)C1 (stereo unspecified),-1%,7%
CCc1ccc(NC(=O)C(Cc2ccccc2)NS(=O)(=O)c2ccc3c(c2)CCN3C(C)=O)cc1 (stereo unspecified),0%,1%
Nc1nn(-c2ccccc2)nc1C(=O)OCc1ccccc1Br,-2%,18%
CCn1c(=O)cc(OCC(=O)Nc2cc(Cl)c(OC)cc2OC)c2ccccc21,3%,2%
CCn1cc(C(=O)NCc2ccccc2Cl)c(=O)c2cc(S(=O)(=O)N3CCOCC3)ccc21,-2%,-2%
COC(=O)c1ccc(OC)c(Cn2c(=O)n(-c3ccc(C)cc3)c(=O)c3c2cnn3C)c1,0%,-2%
O=C(NCc1cccc(Br)c1)c1ccc(-n2cnc3cccnc32)cc1,5%[15.4 µM],-8%
CCC(C(=O)Nc1cccc(-c2nc3cccnc3s2)c1C)c1ccccc1 (stereo unspecified),5%,0%
Cc1ccc(C)c(NC(=O)Cn2c(=O)n(CCC(C)C)c(=O)c3cccnc32)c1,5%,-2%
Cc1cccc(C(=O)N2c3nc(-c4ccco4)nn3C3(CCCCC3)[C@@H]3CCCC[C@@H]32)c1,-5%,35µM*
COCCCNC(=O)c1ccc2c(c1)N(Cc1ccccc1F)C(=O)c1ccccc1S2=O (stereo unspecified),-12%,-1%
Cc1ccc(-c2sc(C(=O)Nc3ccc(Br)cc3)cc2CC(=O)O)cc1,-3%,-5%
Cc1cccc(NC(=O)C(Cc2ccccc2)n2cccc2)c1C (stereo unspecified),-7%,8%

# Arranged by count of non-hydrogen atoms (smallest number first): some entries from above.
SMILES,Tb PYK inh,Sm TGR inh
Nc1nn(-c2ccccc2)nc1C(=O)OCc1ccccc1Br,-2%,18%
Cc1cccc(NC(=O)C(Cc2ccccc2)n2cccc2)c1C (stereo unspecified),-7%,8%
O=C(NCc1cccc(Br)c1)c1ccc(-n2cnc3cccnc32)cc1,5%[15.4 µM],-8%
CCOc1ccccc1CNC(=O)c1sc2ncccc2c1-n1cccc1,-6%,0%
CCC(C(=O)Nc1cccc(-c2nc3cccnc3s2)c1C)c1ccccc1 (stereo unspecified),5%,0%
CCn1c(=O)cc(OCC(=O)Nc2cc(Cl)c(OC)cc2OC)c2ccccc21,3%,2%
CCCCn1c(SCC(=O)Nc2ccc(F)cc2)nc2c(sc3ccccc32)c1=O,0%,-3%
COc1ccc(-c2noc(-c3ccc(NCC4CCCO4)c([N+](=O)[O-])c3)n2)cc1OC (stereo unspecified),-2%,-1%
COC(=O)c1ccc(OC)c(Cn2c(=O)n(-c3ccc(C)cc3)c(=O)c3c2cnn3C)c1,0%,-2%
CCn1cc(C(=O)NCc2ccccc2Cl)c(=O)c2cc(S(=O)(=O)N3CCOCC3)ccc21,-2%,-2%
CCCCOc1ccc(S(=O)(=O)Nc2ccc(-c3ccc(N4CCCCCC4)nn3)cc2)cc1,0%,7%
CCc1ccc(NC(=O)C(Cc2ccccc2)NS(=O)(=O)c2ccc3c(c2)CCN3C(C)=O)cc1 (stereo unspecified),0%,1%
Cc1ccc(NC(=O)Cn2c(=O)n(Cc3ccccc3)c(=O)c3c(C)c(C(=O)N(C)C)sc32)c(C)c1,1%,0%

# Next section
SMILES,Tb PYK inh,Sm TGR inh
CC(C)(C)c1ccc(-c2nc(S(=O)(=O)c3ccccc3)c(N3CCOCC3)o2)cc1,11%,5%
Cc1nn2c(=O)cc(COC(=O)c3ccc(NC(=O)c4cccs4)cc3)nc2s1,-2%,-2%
CCCN(CCC)C(=O)C1CCCN(S(=O)(=O)c2cc(Br)cc3c2N(C(=O)CC)CC3)C1 (stereo unspecified),-3%,0%
Cc1ccc(C(=O)c2c(N)c(C(=O)Nc3cccc(C(F)(F)F)c3)c3ccccn23)cc1,5%,-3%
CC1CCc2nc(NC(=O)Cc3ccc(Cl)cc3)sc2C1 (stereo unspecified),-5%,-3%
COc1ccccc1N1CCN(c2ccc(-c3nc(-c4ccccc4C)no3)cc2[N+](=O)[O-])CC1,1%,1%
COc1ccc(CNCc2ccc(C(=O)O)s2)cc1,-4%,-26%
COc1ccc(CCNC(=O)c2ccc3c(c2)CCN3S(=O)(=O)c2ccccc2)cc1OC,-3%,1%
CC(=O)N1c2ccccc2C(=O)C1N1CCN(c2ccc(F)cc2)CC1 (stereo unspecified),-8%[15.4 µM],-10%
COc1ccccc1NC(=O)CCNS(=O)(=O)c1ccc2c(c1)CCCC(=O)N2,-3%,3%
CCCCc1ccc(NC(=O)CSc2nnc3[nH]c(=O)cc(C)n23)cc1,-6%,13%
Cc1cc(C)cc(Nc2cc(C(=O)NCCCN(C)C3CCCCC3)c3ccccc3n2)c1,-5%,1%
CCc1cccc(NS(=O)(=O)c2cc(-c3cnc(C)o3)ccc2OC)c1,-5%,-5%
CC1CCCCN1C(=O)CSc1nc2ccccc2nc1Cc1ccc(Cl)cc1 (stereo unspecified),-5%,11%
Cc1ccc(NC(=O)Cn2nc(C(F)(F)F)c3c2CCCC3)cc1,4%,1%
CC(C)C(=O)Nc1ccc2nc(SCC(=O)N3CCOCC3)sc2c1,5%,4%
Cc1ccccc1C(=O)NC1(C(F)(F)F)C(=O)Nc2c1c(=O)[nH]c(=O)n2CCc1ccccc1 (stereo unspecified),-3%,11%
COc1cccc(NC(=O)CN(CCc2ccccc2)S(=O)(=O)c2ccc(Cl)cc2)c1,-9%,1%
CCn1c(CN2CCOCC2)nc2cc(NC(=O)c3cc(OC)c(OC)c(OC)c3)ccc21,-7%,1%
CCOc1ccc(CNC(=O)c2ccc3oc(=O)n(Cc4ccccc4)c3c2)cc1,0%,-3%
COc1cc(C(=O)NCC(c2ccc(Cl)cc2)N2CCOCC2)cc(OC)c1OC (stereo unspecified),-15%,-1%
CC(C)(C)c1ccc(S(=O)(=O)NCc2ccc3c(c2)CCN3C(=O)c2ccccc2)cc1,-3%,3%
CSc1ncc(C(=O)NCc2cccc(F)c2)c(-c2ccccc2)n1,1%,-2%
CC(C)CCNC(=O)CSc1nc2ccsc2c(=O)n1Cc1ccccc1Cl,7%,1%
CCOC(=O)CSc1nc2c([nH]c3ccccc32)c(=O)n1-c1ccc(OCC)cc1,0%,8%
CCOc1ccc(CNC(=O)c2ccc3c(c2)nnn3C2CCCC2)cc1,-7%,8%
CCOc1ccc(CNC(=O)c2ccc3c(c2)nc2n3CCOC2)cc1,1%,0%
Cc1cc2nc(NC(=O)c3ccc(S(=O)(=O)N4CCOCC4)cc3)sc2cc1C,0%,1%
Cc1ccc(N=C2NC(=O)CC(C(=O)Nc3cc(C(F)(F)F)ccc3Cl)S2)cc1 (stereo unspecified),5%,10%
COc1cc(-c2nc3sccn3c2Nc2c(C)cccc2C)ccc1O,-34%,1.1µM*
COc1ccc(OC)c(NC(=O)c2cc3c(=O)n4cccc(C)c4nc3n2C)c1,4%,-2%
Cc1nn(CCC(=O)Nc2cc(F)ccc2F)c(=O)c2nn(-c3ccccc3)c(C)c12,3%,0%
Cc1ccc(NC(=O)c2oc3ccc(S(=O)(=O)N4CCCCCC4)cc3c2C)c(C)c1,-1%,5%
Cc1cccc(OCC(=O)N2CCN(CCc3ccccn3)CC2)c1,11%,6%
CCOC(=O)c1cc(S(=O)(=O)N2CCN(c3cccc(C)c3C)CC2)[nH]n1,-9%,-2%
COc1ccc(-c2nc3cc(NC(=O)Cc4ccc(Cl)cc4)ccc3o2)cc1OC,1%,-1%
Cc1ccc(-c2nc(CS(=O)(=O)CC(=O)NCCc3ccccc3)c(C)o2)cc1,-1%,1%
Cc1ccc(Cl)cc1N1CCN(S(=O)(=O)c2ccc3c(c2)C(C(C)C)C(=O)N3)CC1 (stereo unspecified),-5%,2%
Cc1ccc(Cn2c(SCc3ccc(C(=O)O)cc3)nc3cccnc32)cc1,-4%,35%
CC1=C(C(=O)OC2CCCC2)C(c2ccccc2C(F)(F)F)CC(=O)N1 (stereo unspecified),3%,10%
COc1ccccc1CCNC(=O)C1CCN(c2nc3ccccc3nc2C(F)(F)F)CC1,-5%,8%
COc1ccc(CCNC(=O)c2ccc3c(c2)N(Cc2ccc(F)cc2)C(=O)c2ccccc2S3(=O)=O)cc1OC,-10%,-15%
O=C(CSc1nccn1Cc1ccccc1)NCc1ccco1,4%,u
O=C(O)Cc1ccc(NC2(c3ccccc3)C(=O)c3ccccc3C2=O)cc1,-3%,-2%
O=C(COc1ccccc1F)Nc1ccc2nc(SCCOc3ccccc3)sc2c1,4%,9%
CC(=O)Nc1nonc1-c1nnc(SCc2ccccc2)n1C,3%,2%
CCc1ccc(/C=C(/C#N)c2nc(-c3ccc(C)cc3)cs2)cc1,-2%,0%
COc1cccc(-c2cc(C(=O)NCCc3ccc(C)cc3)[nH]n2)c1,-3%,-6%
COc1ccc(-c2nc(CN3CCC(C(=O)NCc4ccc(C)cc4)CC3)c(C)o2)cc1OC,1%,2%
CCOc1ccccc1N1CC(c2nc3ccccc3n2Cc2c(C)cc(C)cc2C)CC1=O (stereo unspecified),-1%,3%
COc1ccccc1NC(=O)c1ccc(CN2C(=O)C(C)=C(c3ccc(C)c(C)c3)S2(=O)=O)cc1,8%,2%
CCOC(=O)N1CCC(NC(=O)c2ccc3c(c2)N(Cc2ccccc2)C(=O)c2ccccc2S3(=O)=O)CC1,2%,-3%
Cc1cn2c(=O)cc(COC(=O)c3cccc(NC(=O)COc4ccc(Cl)cc4)c3)nc2s1,5%,-8%
Cc1ccc(-c2nn(C)c(=O)c3ccccc23)cc1S(=O)(=O)NCCCN(C)C,-4%,6%
Cc1cccc(-c2noc(-c3ccc(NCC4CCCO4)c([N+](=O)[O-])c3)n2)c1 (stereo unspecified),3%,-10%
O=C(Cn1cnc2c(oc3ccccc32)c1=O)Nc1ccccc1C(F)(F)F,4%,-19%
CCN(C(=O)c1cn(CC)c(=O)c2cc(OC)c(OC)cc12)c1ccccc1F,-3%,-1%
O=C(Nc1cccc(F)c1)c1oc2ccccc2c1NC(=O)C12CC3CC(CC(C3)C1)C2,-5%,-5%
Cc1ccc(C)c(CN2C(=O)c3ccccc3S(=O)c3ccc(C(=O)NCc4ccccc4)cc32)c1 (stereo unspecified),3%,7%
Cc1ccccc1Nc1c(-c2ccc(Cl)s2)nc2c(C)cccn12,0%,-1%
CCc1ccccc1NC(=O)Cn1c(=O)n(-c2ccccc2)c(=O)c2oc3ccccc3c21,2%,2%
CCOc1ccc(N(C)S(=O)(=O)c2ccc3c(c2)C(C)(C)C(=O)N3C)cc1,3%,3%

# A portion of the library. The share of hits here may be higher or lower than overall.
